# High-throughput results (PubChem BioAssay)
# RGS12 GoLoco inh – RGS12 GoLoco-Gai1 interaction inhibition. P63096. Gai1:RGS12 GoLoco peptide FP, rhodamine, 10 min. Potency, µM (doses to about 61.6 µM), for the others: at the top dose activity, negative = inhibition, actives largely listed as inhibitors. actives 0.44% (n = 230,000). AID 880; active = well fitted inhibition curve with a large enough effect, not every such curve was filed as active; inactive = no such curve, though single readings can be large or run the other way; note: % is set by controls: 0 for no effect and ±100 for the full control effect; nearly all actives have a fitted effect of over 30% in size; many of its hits are not listed in these tables
# Target sequence (P63096 whole entry, looked up): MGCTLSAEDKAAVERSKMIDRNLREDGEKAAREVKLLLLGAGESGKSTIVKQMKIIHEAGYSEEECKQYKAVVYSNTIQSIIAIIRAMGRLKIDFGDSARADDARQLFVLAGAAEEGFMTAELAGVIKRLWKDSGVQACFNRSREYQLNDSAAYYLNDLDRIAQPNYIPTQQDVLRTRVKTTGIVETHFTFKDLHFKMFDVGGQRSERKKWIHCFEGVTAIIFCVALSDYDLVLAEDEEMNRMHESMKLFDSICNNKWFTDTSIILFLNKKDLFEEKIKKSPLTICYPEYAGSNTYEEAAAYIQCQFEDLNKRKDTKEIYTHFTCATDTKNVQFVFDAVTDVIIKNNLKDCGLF
# HttQ103 aggreg – mutant huntingtin aggregation inhibition. PC12 HttQ103-GFP aggregates, Acumen cytometry, 40 h. Potency, µM (doses to about 46.1 µM), without a hit: top-dose activity change, negative = inhibition, most hits filed as inhibitors. actives 1.1% (n = 220,000). AID 1688; note: % is set by controls: 0 for no effect and ±100 for the full control effect; nearly all actives have a fitted effect of over 60% in size
#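 Using laser scanning cytometry, GFP-positive aggregates were counted after lysis of PC12 cells induced with 100 nM tebufenozide to express HTT exon 1 Q103–GFP. Compounds were tested in titration.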
# IMPase Li cell – cell-permeable IMPase inhibitors with lithium potentiation; CHO-M1 cells, IP1 TR-FRET (IP-One), carbachol + lithium; Potency, µM (series often up to 59.4 µM), for the others: at the highest dose activity, negative = IMPase inhibition, hits mostly inhibitors; actives 0.35% (n = 210,000);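 note: IP1 builds up when IMPase is blocked and the TR-FRET signal falls; plate controls were basal vehicle for no effect and high inhibitor control for full effect; nearly all actives have a fitted effect of over 50% in size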
#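 CHO cells stably expressing M1 receptor (2000/well) were cultured 16–30 h, then exposed to compounds with a small lithium addition for 30 min at 37C. IP1 was measured by TR-FRET competition; AC50 from Hill fits.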
# GAA spleen mod – inhibits or activates alpha-glucosidase in human spleen homogenate. P10253. human spleen homogenate, 4-MU-alpha-glucoside fluorescence. Potency, µM (highest dose often 79.9 µM), without a hit: at the highest dose activity change, negative = inhibition, usual class: inhibitors. actives 0.006% (n = 240,000). AID 2112;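 note: 0% = enzyme with vehicle and -100% = no enzyme basal signal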
#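 Human spleen homogenate (1 ug) with 4-methylumbelliferyl-alpha-D-glucopyranoside (1 mM final) in 50 mM citrate/phosphate pH 5.0, 0.01% Tween-20; 40 min at 37 C. Stopped at pH 10; 4-MU fluorescence Ex 365/Em 440 nm; AC50 by Hill fit.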
# HTT ATP protect – cytoprotection in Huntington HTT-Q103 PC12 cell model; Potency, µM (doses to about 56.4 µM), inactives show cytoprotection (ATP increase), usual class: activators; PC12 HTT-Q103 induced, cytoprotection, ATP luminescence, 40 h; AID 1471; actives 0.14% (n = 230,000);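 note: % of control where 0% means no effect; nearly all actives have a fitted effect of over 45% in size; toxic huntingtin expression switched on by the ecdysone agonist tebufenozide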
#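 Compounds were screened for protection of PC12 cells against cell death after tebufenozide induction (100 nM final) of mutant Huntingtin exon 1 (Q103) fused to GFP.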
# GAA inh – blocks human lysosomal alpha-glucosidase | P10253 | purified human GAA, 4-MU-alpha-glucoside fluorescence | Potency, µM (titrated, usually from 76.9 µM), without a hit: at the top dose activity change, negative = inhibition, most hits filed as inhibitors | actives 0.005% (n = 200,000) | AID 1466;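 note: plate controls were uninhibited enzyme wells for no effect and no-enzyme background for full effect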
#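 Human alpha-glucosidase, 4 nM, pre-mixed with test compounds before 400 uM 4-methylumbelliferyl substrate; 20 min room temperature at pH 5.0. Fluorescence read after pH 10 stop; AC50 values from Hill-equation fits.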
# GAA glycogen – GAA glycogen-cleavage inhibition or activation; P10253; recombinant GAA, glycogen substrate, Amplex Red glucose oxidase fluorescence; Potency, µM (doses to about 76.4 µM), for inactives: top-dose activity change, negative = inhibition, most hits filed as inhibitors; actives 0.38% (n = 300,000);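 note: 0% = full enzyme reaction and -100% = no-enzyme basal signal; the screen sought inhibitors and activators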
#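 Recombinant enzyme (4 nM final) with compounds titrated up to 77 uM and bovine liver glycogen (30 ug) in citrate pH 5.0, 0.01% Tween-20, 37 C 40 min. Released glucose detected by Amplex Red/glucose oxidase (Ex 573/Em 610); AC50 from Hill fits.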
# Active calls of the source: *; ? = inconclusive; . = not tested or not shown; [ ] = another dose, or the depositor's remark. Unless noted, calls come from the whole dose curve; as a rule, active = well fitted curve in the direction sought with a large enough effect; inconclusive = small, poorly fitted or top-dose-only effect, or another doubt; inactive = no such curve, though single readings can be large; an effect the other way counts as inactive or inconclusive. Potency is the fitted concentration of half-maximal effect. An excerpt; rates above refer to the full screens.
# Keys: A = RGS12 GoLoco inh; B = HttQ103 aggreg; C = IMPase Li cell; D = GAA spleen mod; E = HTT ATP protect; F = GAA inh; G = GAA glycogen
COc1cc2nc(-c3ccccc3)nc(N3CCCC3)c2cc1OC
  A = 9%	B = 12%	C = 22%[38.3 µM]	D = -4%	E = -16%	F = -6%	G = -1%

CC(C)c1c(C#N)c(N)nc(SCC(=O)c2cc3ccccc3oc2=O)c1C#N
  A = 6%	B = ?	C = 8%[38.3 µM]	D = -4%	E = -11%[10 µM]	F = -2%	G = 2%

CCOC(=O)c1cc(NC(=O)Nc2nccs2)c(C)nc1C
  A = 334%[activator]	B = -7%	C = -5%	D = -19%	E = .	F = 7%	G = -1%

CCOc1ccc(NC(=O)CN2C(=O)COc3ccc(Cl)cc32)cc1
  A = 1%	B = 6%	C = 19%[38.3 µM]	D = 7%	E = -6%	F = 0%[15.4 µM]	G = 8%

COCCCNC(=O)CN(c1cc(Cl)ccc1OC)S(=O)(=O)c1ccc(C)c([N+](=O)[O-])c1
  A = 3%	B = -2%[9.22 µM]	C = 14%	D = -3%	E = 15%[10 µM]	F = 1%	G = 3%

CC(C)CCNC(=O)NC(=O)COc1ccccc1C#N
  A = 10%	B = -13%	C = -6%[38.3 µM]	D = 13%	E = 13%	F = -1%	G = -2%

CC(=O)NC1(C(F)(F)F)NC(=O)N(C2CCCCC2)C1=O (stereo not drawn)
  A = -9%	B = -1%	C = -14%[38.3 µM]	D = -8%	E = 20%	F = -1%	G = 6%

COc1ccc(C)cc1NC(=O)CCN1CCCC1
  A = 7%	B = -13%	C = 13%[38.3 µM]	D = -15%	E = 1%	F = -2%	G = 6%

Cc1cc2cc(OCC(=O)O)ccc2n1C
  A = -8%	B = 7%	C = -2%	D = 1%	E = 4%[10 µM]	F = 6%	G = 0%

Fc1cccc(-c2cc3nc4c(c(N5CCC6(CC5)OCCO6)n3n2)CCCC4)c1
  A = -11%	B = 8%	C = 40%[activator][38.3 µM]	D = -1%	E = -13%	F = -2%	G = 1%

CCOCC(=O)Nc1ccc2c(c1)OCCO2
  A = -4%	B = -2%	C = 5%[38.3 µM]	D = 5%	E = -4%	F = -6%	G = 1%

CC1(C)CC(=O)c2sc(NC(=O)c3ccc4ncsc4c3)nc2C1
  A = -1%	B = -9%	C = 13%[38.3 µM]	D = -10%	E = -20%[10 µM]	F = -4%	G = -15%

CCOC(=O)C(=O)N=Nc1c(O)[nH]c2ccccc12
  A = 3%	B = -15%	C = -5%	D = 1%	E = 31%[10 µM]	F = -12%	G = 0%

CNC(=S)NNC(=O)c1cc(C(C)(C)C)nn1Cc1ccc(F)cc1
  A = 8%	B = 12%[9.22 µM]	C = .	D = 3%	E = 17%[10 µM]	F = .	G = ?

CCCCC(c1nnnn1CS(=O)(=O)c1ccc(C)cc1)N1CCN(C)CC1 (stereo not drawn)
  A = 7%	B = 9%[9.22 µM]	C = 6%	D = -1%	E = 17%[10 µM]	F = 8%	G = 3%

# The final 2 compounds of the part before come first, to join the parts.
# Keys: A = RGS12 GoLoco inh; B = HttQ103 aggreg; C = IMPase Li cell; D = GAA spleen mod; E = HTT ATP protect; F = GAA inh; G = GAA glycogen
CNC(=S)NNC(=O)c1cc(C(C)(C)C)nn1Cc1ccc(F)cc1
  A = 8%	B = 12%[9.22 µM]	C = .	D = 3%	E = 17%[10 µM]	F = .	G = ?

CCCCC(c1nnnn1CS(=O)(=O)c1ccc(C)cc1)N1CCN(C)CC1 (stereo not drawn)
  A = 7%	B = 9%[9.22 µM]	C = 6%	D = -1%	E = 17%[10 µM]	F = 8%	G = 3%

C=CCSc1nnc(-c2ccccc2N=Cc2c(C)[nH]n(-c3ccccc3)c2=O)c(=O)[nH]1
  A = 14%	B = -16%[9.22 µM]	C = 36%[activator][38.3 µM]	D = -9%	E = -26%	F = 7%	G = -5%

CC(C)(C)c1cc(C(=O)NNC(=O)c2ccc(C(F)(F)F)cc2)no1
  A = 3%	B = -6%[9.22 µM]	C = .	D = 5%	E = 8%[10 µM]	F = -13%	G = 8%

COc1ccc(C(C#N)(CCC#N)CCC#N)cc1OC
  A = -17%	B = 3%	C = 16%[38.3 µM]	D = -5%	E = -18%	F = -3%	G = -4%

COC(=O)c1ccccc1NC(=O)c1cc2ncc(Br)cn2n1
  A = 3%	B = 27%	C = -8%[38.3 µM]	D = 5%	E = -3%	F = 9%	G = 6%

CC(=O)Nc1ccc(S(=O)(=O)Nc2cccc(-c3csc(C)n3)c2)cc1
  A = 5%	B = 8%[9.22 µM]	C = 11%	D = -1%	E = 28%[10 µM]	F = 7%	G = 10%

Cc1ccc(CSc2nnc3ccc(-c4ccncc4)nn23)cc1
  A = 2%	B = -17%	C = 7%	D = .	E = -35%	F = -1%	G = -2%

COc1cc(C2CC(c3cccnc3)=NN2c2ccc(F)cc2)cc(OC)c1OC (stereo not drawn)
  A = 5%	B = -9%	C = -7%	D = 20%	E = -52%[inhibitor]	F = ?	G = -3%

CCC1C(O)=C(c2ccccn2)C(=N)N1c1ccccc1 (stereo not drawn)
  A = 10%	B = -33%	C = -8%[38.3 µM]	D = 4%	E = -18%	F = -3%	G = -9%

CCOC(=O)c1oc2ccccc2c1CSc1nnnn1-c1ccccc1
  A = 5%	B = ?	C = 2%[38.3 µM]	D = -5%	E = -5%	F = -1%	G = 2%

O=C(CSc1nc2ccccc2n1-c1ccccc1)NCC1CCCO1 (stereo not drawn)
  A = 5%	B = -2%	C = -13%[38.3 µM]	D = -4%	E = -10%[10 µM]	F = 3%	G = -1%

O=c1c2sccc2nc(SCc2ccc([N+](=O)[O-])cc2)n1Cc1ccccn1
  A = 3%	B = 27%	C = 25%	D = 2%	E = -15%[10 µM]	F = -6%	G = 3%

CCCCNCCOCCOc1ccc(Cl)cc1Br
  A = 4%	B = 1%	C = 13%	D = -15%	E = -10%[0.074 µM]	F = ?	G = -4%

CCOC(=O)c1cnc(SCC(=O)Nc2ccc3c(c2)OCCO3)nc1N
  A = 2%	B = -10%	C = 34%[activator][38.3 µM]	D = 4%	E = -18%[10 µM]	F = -2%	G = 5%

O=C(NC(Cc1ccccc1)C(=O)O)/C(=C\c1ccco1)NC(=O)c1ccccc1Br (stereo not drawn)
  A = -10%	B = 14%	C = -1%	D = -2%	E = -27%[10 µM]	F = 5%	G = 1%

CC(C)C(Sc1nc(-c2ccccc2)cc(-c2ccccc2)c1C#N)C(=O)O (stereo not drawn)
  A = -20%	B = 2%[9.22 µM]	C = -5%	D = -1%	E = 5%[10 µM]	F = -8%	G = -1%

# Two of the compounds above, tab-delimited.
structure	RGS12 GoLoco inh	HttQ103 aggreg	IMPase Li cell	GAA spleen mod	HTT ATP protect	GAA inh	GAA glycogen
CCCCNCCOCCOc1ccc(Cl)cc1Br	4%	1%	13%	-15%	-10%[0.074 µM]	?	-4%
CCOC(=O)c1cnc(SCC(=O)Nc2ccc3c(c2)OCCO3)nc1N	2%	-10%	34%[activator][38.3 µM]	4%	-18%[10 µM]	-2%	5%

# Only HTT ATP protect and GAA glycogen (two entries from above):
Compound,HTT ATP protect,GAA glycogen
C=CCSc1nnc(-c2ccccc2N=Cc2c(C)[nH]n(-c3ccccc3)c2=O)c(=O)[nH]1,-26%,-5%
CCOCC(=O)Nc1ccc2c(c1)OCCO2,-4%,1%

# Next entries:
# Keys: A = RGS12 GoLoco inh; B = HttQ103 aggreg; C = IMPase Li cell; D = GAA spleen mod; E = HTT ATP protect; F = GAA inh; G = GAA glycogen
CC(=O)N1CCN=C1SCc1ccc(Cl)cc1
  A = 5%	B = 7%	C = 20%[38.3 µM]	D = 6%	E = 25%[10 µM]	F = -1%	G = 5%

CCN(CC)CCCC(C)NC1=NCCCCC1 (stereo not drawn)
  A = -7%	B = 12%	C = 2%[38.3 µM]	D = 2%	E = 1%	F = -8%	G = -4%

CCOc1ccc(NC(=O)C2CC(=O)N(C)C(=Nc3ccc4c(c3)OCO4)S2)cc1 (stereo not drawn)
  A = -13%	B = -12%	C = -17%[38.3 µM]	D = 0%	E = -21%[10 µM]	F = -19%	G = -1%

COc1ccccc1-c1noc(CSc2nc(N)cc(=O)[nH]2)n1
  A = 10%	B = -9%[9.22 µM]	C = 12%	D = -5%	E = -7%[10 µM]	F = 9%	G = 3%

Cc1cc2oc(=O)cc(CSc3nc(N)cc(N)n3)c2cc1C(C)C
  A = -14%	B = 4%[9.22 µM]	C = 0%[38.3 µM]	D = -2%	E = 2%	F = -1%	G = -9%

Cc1cccc(C)c1NC(=O)Cn1c(=O)n(CCCC(=O)NCc2ccco2)c(=O)c2sccc21
  A = .	B = -18%	C = .	D = -13%	E = -4%	F = -4%	G = ?

O=C(Nc1cccc(NC(=O)c2cccnc2Cl)c1)c1ccco1
  A = 11%	B = 9%	C = 9%	D = 1%	E = -4%[10 µM]	F = 1%	G = -3%

Cc1cccc(NC(=S)N/N=C/c2cccc([N+](=O)[O-])c2)c1
  A = -1%	B = 1%	C = 4%	D = -4%	E = 10%[10 µM]	F = 0%	G = -1%

CCOC(=O)Cn1c(C(=O)OCC)cc2sccc21
  A = 12%	B = -3%	C = 26%[38.3 µM]	D = -1%	E = 9%[10 µM]	F = 6%	G = -1%

COc1ccc(OCC(=O)OC(C)CN2CCOCC2)cc1 (stereo not drawn)
  A = 10%	B = -5%	C = 7%	D = 3%	E = -2%[1.9 µM]	F = -2%	G = 0%

Cc1[nH]c2ccc(F)cc2c1CCN(Cc1ccncc1)C(=S)Nc1ccc(F)cc1
  A = 5%	B = -23%	C = 12%	D = -15%	E = 2%	F = -6%	G = -11%

O=S(=O)(CC(O)COc1ccc(Br)cc1)c1ccccc1 (stereo not drawn)
  A = 0%	B = 20%[9.22 µM]	C = .	D = -10%	E = 19%[10 µM]	F = .	G = -4%

CCCCN1C2=NCCCN2c2cc(C)c(C)cc21
  A = 1%	B = ?	C = 3%[38.3 µM]	D = -7%	E = -24%	F = -3%	G = 7%

COc1ccc(NC(=O)C(=O)N/N=C/c2cccnc2)c(OC)c1
  A = 11%	B = 1%	C = 1%[38.3 µM]	D = 1%	E = 1%	F = 1%	G = 0%

CCC(C)(CC(=O)N(C)CCC#N)c1ccccc1 (stereo not drawn)
  A = 3%	B = -13%	C = 15%	D = 9%	E = 3%[10 µM]	F = 4%	G = 10%

Cc1[nH]c2ccccc2c1C(=O)CSc1ccc(F)cc1
  A = 5%	B = 3%	C = 3%	D = 7%	E = 22%[10 µM]	F = 5%	G = -1%
